Bioassay records: PubChem BioAssay, Broad Institute
Rtt109 HAT inh: C. albicans Rtt109 histone acetyltransferase inhibition; 330,000 compounds, 0.16% hits; Q5AAJ8; purified Rtt109/Vps75, ThioGlo CoA-SH fluorescence, 4 h; inhibition, % at 34.9 µM; AID 540336;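 active = inhibition of at least 50% in every replicate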
MITF TRPM1 HTS: increases MITF-driven TRPM1 promoter luciferase signal | SK-MEL-5 TRPM1-promoter luciferase, 24 h; % of positive control, neutral wells = 0 | activation, % at 12.5 µM | 300,000 compounds, 0.75% hits | AID 588334;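 active = mean activation of at least 80% with every replicate also reaching 80%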;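 note: 0% = neutral control wells and 100% = parthenolide positive control wells; values of inactives mirror those of a sister screen read the other way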
CAL PDZ FP-1: inhibitors of human CAL PDZ peptide binding. Q9HD26. purified CAL PDZ, TMR-peptide fluorescence polarization, 1 h. inhibition, % at 24.9 µM. 300,000 compounds, 0.92% hits. AID 602252;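 active = mean inhibition of at least 30% with at least half of replicates also reaching 30%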;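 note: 0% = DMSO neutral control and 100% = excess unlabeled competitor peptide PRC23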
dFosB act: enhances mouse delta FosB homodimer DNA binding. P13346. purified delta FosB, TAMRA-CDK5 oligo fluorescence polarization; percent of positive-control signal above neutral wells. activation, % at 25 µM. 340,000 compounds, 0.99% hits. AID 493131;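 active = mean activation above about 17%, with every replicate also reaching it, limit read from the data, passing the limit was not always enough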;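 note: fluorescence polarization rise as delta FosB binds a TAMRA Cdk5 AP-1 oligo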
Target sequence (P13346 whole entry, looked up): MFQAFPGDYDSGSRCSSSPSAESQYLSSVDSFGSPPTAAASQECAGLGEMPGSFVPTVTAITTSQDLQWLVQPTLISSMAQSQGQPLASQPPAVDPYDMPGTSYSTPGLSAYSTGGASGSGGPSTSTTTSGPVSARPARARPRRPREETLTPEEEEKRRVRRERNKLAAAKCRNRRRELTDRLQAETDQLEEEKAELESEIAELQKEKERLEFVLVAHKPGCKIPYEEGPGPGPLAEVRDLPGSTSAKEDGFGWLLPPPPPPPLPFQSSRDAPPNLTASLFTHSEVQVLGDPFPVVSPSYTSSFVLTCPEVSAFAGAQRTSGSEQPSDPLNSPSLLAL
SR-BI HDL uptake: inhibitors of mouse SR-BI mediated HDL lipid uptake; Q61009; inhibition, % at 12.5 µM; 320,000 compounds, 0.96% hits; ldlA[mSR-BI] CHO cells, DiI-HDL uptake fluorescence, 3 h;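 active = mean replicate inhibition of at least 70% and a set share of replicates each scoring 70 or more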;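 note: 0% = median of neutral control wells and 100% = median of positive control wells; values of inactives mirror those of a sister screen read the other way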
Target sequence (Q61009 whole entry, looked up): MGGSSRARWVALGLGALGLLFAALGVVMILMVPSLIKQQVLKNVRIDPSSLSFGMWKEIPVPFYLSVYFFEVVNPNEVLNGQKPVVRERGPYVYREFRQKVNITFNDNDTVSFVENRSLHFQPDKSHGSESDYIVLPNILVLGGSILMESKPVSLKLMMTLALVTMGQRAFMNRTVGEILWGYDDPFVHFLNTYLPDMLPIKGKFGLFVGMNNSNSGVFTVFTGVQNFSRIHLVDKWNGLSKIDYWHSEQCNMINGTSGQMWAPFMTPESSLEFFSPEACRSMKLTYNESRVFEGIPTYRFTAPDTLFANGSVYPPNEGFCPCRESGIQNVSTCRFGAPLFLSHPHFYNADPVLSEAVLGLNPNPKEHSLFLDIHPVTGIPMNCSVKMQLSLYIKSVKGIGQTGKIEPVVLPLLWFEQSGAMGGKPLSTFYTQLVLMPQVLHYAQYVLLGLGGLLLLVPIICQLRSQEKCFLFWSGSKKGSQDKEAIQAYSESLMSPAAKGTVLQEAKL
PvdQ inh: blocks Pseudomonas aeruginosa PvdQ acylase activity | purified PvdQ acylase, fluorescence plate reader | inhibition, % at 10 µM | 340,000 compounds, 0.063% hits | AID 488965; in the data active = inhibition above about 30%, passing the limit was not always enough;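 note: 0% = vehicle neutral wells and 100% = reference inhibitor wells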
NSD2 HMT inh: blocks human histone methyltransferase NSD2. NSD2 peptide methylation, AlphaScreen, 120 min. inhibition, % at 12.5 µM. 310,000 compounds, 0.54% hits. O96028. AID 743445; in the data active = inhibition above about 50%
PfHsp90 yeast 2: inhibits growth of yeast expressing Plasmodium falciparum Hsp90. S. cerevisiae expressing PfHsp90, BacTiter-Glo ATP, 48 h; yeast lacking PDR1 and PDR3 efflux regulators. inhibition, % at 9.4 µM. 310,000 compounds, 0.32% hits;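 active = every replicate shows inhibition above about 80%, whatever the replicate mean, limit read from the data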;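 note: 0% = DMSO neutral controls and 100% = 20 µM radicicol positive controls; yeast relying on Plasmodium falciparum Hsp90 in place of its own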
SR-BI uptake up: SR-BI HDL lipid transfer activation; CHO ldlA[mSR-BI] cells, DiI-HDL uptake fluorescence, 3 h; 100 = double the neutral-control signal; activation, % at 12.5 µM; 320,000 compounds, 0.096% hits;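 active = mean replicate activation of at least 60% and every replicate at or above 60%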;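 note: 0% = median plate neutral-control signal and 100% = twice that signal; values of inactives mirror those of a sister screen read the other way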
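System: CHO ldlA[mSR-BI] cells / Medium: HEPES-buffered (25 mM, pH 7.4) F12 plus 0.5% BSA / Probe or stimulus: labelled HDL, 10 µg/mL / Doses: single compound concentration, delivered by pin transfer / Schedule: 3 h, 37 °C / Measured by: DiI fluorescence, bottom read / Measure: cell-associated DiI fluorescence as measure of HDL uptake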
CAL PDZ FP-2: human CAL PDZ-peptide interaction inhibition | Q9HD26 | purified CAL PDZ, TMR-peptide fluorescence polarization, 1 h | inhibition, % at 20 µM | 330,000 compounds, 0.02% hits | AID 504414;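 active = highest replicate inhibition of at least 40%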;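 note: plate controls were DMSO neutral control wells for no effect and unlabeled competitor peptide control wells for full effect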
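material = purified tagged CAL PDZ domain construct (CerCALP) | compound dosing = 20 µM, one dose | times = 1 h at RT | measured by = fluorescence polarization from S- and P-plane intensities, G-factor corrected | read-out = inhibition from polarization loss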
An asterisk follows results filed as active; / = not tested or not shown.

SMILES	Rtt109 HAT inh	MITF TRPM1 HTS	CAL PDZ FP-1	dFosB act	SR-BI HDL uptake	PvdQ inh	NSD2 HMT inh	PfHsp90 yeast 2	SR-BI uptake up	CAL PDZ FP-2
O=C(CSc1ccccc1C(=O)O)NCC1CCCCC1	-2	11	3	-3	0	-9	3	30	0	0.3
Brc1ccc(COn2ccnc2)cc1	-13	4	-1	-8	5	0	2	-3	-5	4.8
CN(C)S(=O)(=O)c1cccc(NC(=O)CO/N=C(\N)c2ccccc2)c1	-5	0	-3	-2	11	-14	5	-3	-11	-0.9
O=C(CCCOc1ccccc1)NNC(=O)c1ccncc1	3	21	/	5	-5	-17	0	/	5	-0.3
Brc1ccccc1OCCCn1cnc2ccccc21	19	92*	-3	-12	-28	-10	0	-37	28	-1.8
O=P(c1ccc2c(c1)OCCO2)(N1CCOCC1)N1CCOCC1	/	-5	2	-5	4	-12	21	-15	-4	-0.4
O=C1Nc2c(c(=O)[nH]c(=O)n2Cc2ccccc2)C1(NS(=O)(=O)c1ccccc1)C(F)(F)F (stereo unspecified)	6	4	5	1	-23	7	0	-5	23	0.1
CCn1nc(C(=O)NNS(=O)(=O)c2cc(/C=C/C(=O)O)cc(OC)c2OC)c2ccccc2c1=O	-5	-7	1	-8	7	-8	21	-9	-7	0.3
Cn1nccc1C(=O)Nc1ccccc1C(=O)O	0	14	-1	-1	-8	-25	0	16	8	1.3
CC1=NOC(=O)/C1=C/c1ccc2c(c1)OCO2	12	-23	-6	-8	-9	-5	31	-25	9	-0.7
Cc1ccccc1-n1c(O)cc(=O)[nH]c1=S	0	4	-8	1	-19	-15	19	-10	19	-3.0
N#Cc1ccc(NC2c3ccccc3CC2O)cc1 (stereo unspecified)	-12	0	3	7	22	0	-2	-21	-22	-1.1
O=C(Cc1cccc(NC(=O)C2CCN(C(=O)CCc3ccccc3)CC2)c1)Nc1cccc(C(=O)N2CCCC2)c1	9	-13	-2	-6	39	-13	/	12	-39	-1.3
COCCNC(=O)CSC1=N/C(=C/c2ccc(Cl)c(Cl)c2)C(=O)N1c1ccccc1F	-10	5	-2	1	-3	2	2	4	3	-0.5
Clc1ccc(CNCC2CCCO2)cc1 (stereo unspecified)	5	/	-4	2	6	-12	-2	-10	-6	-1.0
CC(=O)Nc1ccc2cc3ccc(NC(C)=O)cc3nc2c1	6	18	16	-48	16	-15	/	-39	-16	-0.4
CC(=O)COc1ccc2c(-c3ccccc3)cc(=O)oc2c1	-5	10	-6	-1	18	13	-2	10	-18	-1.3
CS(=O)(=O)N(CC(=O)N1CCN(Cc2ccccc2)CC1)c1cccc([N+](=O)[O-])c1	-4	0	0	1	-21	-6	6	1	21	-0.6
CS(C)(=O)=NS(=O)(=O)c1ccc(Cl)cc1	-2	-9	-5	-8	3	-2	-10	2	-3	-0.2
COc1cc(C2C(C#N)=C(N)Oc3n[nH]c(-c4cccnc4)c32)ccc1OCC(N)=O (stereo unspecified)	4	6	-3	5	/	-18	2	-10	/	-2.0
O=S(=O)(Nc1ncccn1)c1ccc(Nc2ncnc3ccccc23)cc1	3	0	-1	-3	0	7	/	-16	0	-0.3
CC(Nc1ccccc1)c1ccncc1 (stereo unspecified)	1	2	-6	-9	-24	-9	10	-4	24	-0.2
COc1cc(Cl)ccc1OCc1cc(C(=O)NC(C)Cc2cnccn2)no1 (stereo unspecified)	0	88*	-1	1	26	-7	4	10	-26	-3.5
CCOC(=O)C1=C(C)N=c2s/c(=C\c3ccc(OC(C)=O)c(OCC)c3)c(=O)n2C1/C=C/c1ccccc1 (stereo unspecified)	-9	1	-6	2	19	-2	-4	21	-19	-0.8
Cc1noc(C)c1S(=O)(=O)N1CCC(C(=O)NCCc2ccc(S(N)(=O)=O)cc2)CC1	4	-1	-7	-4	0	1	/	11	0	2.0

6 successive compounds out of the list so far:
SMILES	Rtt109 HAT inh	MITF TRPM1 HTS	CAL PDZ FP-1	dFosB act	SR-BI HDL uptake	PvdQ inh	NSD2 HMT inh	PfHsp90 yeast 2	SR-BI uptake up	CAL PDZ FP-2
O=C(CSc1ccccc1C(=O)O)NCC1CCCCC1	-2	11	3	-3	0	-9	3	30	0	0.3
Brc1ccc(COn2ccnc2)cc1	-13	4	-1	-8	5	0	2	-3	-5	4.8
CN(C)S(=O)(=O)c1cccc(NC(=O)CO/N=C(\N)c2ccccc2)c1	-5	0	-3	-2	11	-14	5	-3	-11	-0.9
O=C(CCCOc1ccccc1)NNC(=O)c1ccncc1	3	21	/	5	-5	-17	0	/	5	-0.3
Brc1ccccc1OCCCn1cnc2ccccc21	19	92*	-3	-12	-28	-10	0	-37	28	-1.8
O=P(c1ccc2c(c1)OCCO2)(N1CCOCC1)N1CCOCC1	/	-5	2	-5	4	-12	21	-15	-4	-0.4

Next part
SMILES	Rtt109 HAT inh	MITF TRPM1 HTS	CAL PDZ FP-1	dFosB act	SR-BI HDL uptake	PvdQ inh	NSD2 HMT inh	PfHsp90 yeast 2	SR-BI uptake up	CAL PDZ FP-2
Cc1[nH]c2ccccc2c1N=Nc1cc(C(=O)O)cc(C(=O)O)c1	-4	-3	-1	4	7	0	8	/	-7	-1.9
COc1cccc(C(=O)OCC(=O)c2c[nH]c3ccccc23)c1OC	1	53	0	-15	5	-4	/	-10	-5	-0.1
O=C(CSc1nccc(=O)[nH]1)NC1CCCc2ccccc21 (stereo unspecified)	-3	-1	4	5	-20	4	3	4	20	-0.7
O=c1oc2ccccc2c(NC2CCCCC2)c1NS(=O)(=O)c1ccc(Br)cc1	9	-2	3	7	38	-14	-1	-11	-38	-1.1
O=[n+]1c2c(n([O-])c3ccccc31)CCC2	-2	/	0	3	0	-4	8	/	0	-1.9
C=CCn1c(C)cc(C2=NNC(=Nc3ccc(C)cc3)SC2)c1C	-8	27	5	-10	21	2	-8	6	-21	-0.4
Cn1cc([C@@H]2C[C@H]3CN(Cc4cccc(Cl)c4)C(=O)[C@]34CCCN24)c(-c2ccccc2)n1	-4	-5	-3	-11	10	-13	-1	-18	-10	-1.3
CCN(CC)C(=O)C1CCCN(Cc2nc(-c3cccs3)no2)C1 (stereo unspecified)	2	2	8	-1	/	-9	-1	-6	/	-3.3
COCCNC(=S)Nc1ccc(S(=O)(=O)Nc2ncccn2)cc1	/	6	-3	-4	-41	7	/	-22	41	-3.2
CN1C(=O)CC(N2CCC(C(N)=O)(N3CCCCC3)CC2)C1=O (stereo unspecified)	8	/	0	3	-18	-4	-1	42	18	-4.0
O=C(N=C1SCC(=O)N1c1ccccc1)c1ccco1	-3	51	1	7	/	-18	-5	-11	/	-1.4
CCCCN(C(=O)c1ccco1)C1CCS(=O)(=O)C1 (stereo unspecified)	6	-3	-2	-1	-28	-5	-1	/	28	-1.5
Cc1cccc(OCc2nc3ccccc3n2C)c1	-4	/	1	3	16	-11	2	7	-16	0.0
Nc1nnc(SCCN2C(=O)c3ccccc3S2(=O)=O)s1	-2	/	-2	1	-26	2	1	-12	26	-1.2
CCc1c(O)nc(SCC(=O)Nc2cc(C)on2)n(-c2ccccc2)c1=O	-2	15	-2	0	-19	-14	-1	5	19	-0.7
Cc1cc(=O)n2[nH]c(C(=O)O)nc2n1	5	-3	0	7	-2	4	-3	-4	2	1.3
COc1ccc(CNC(=O)CN(C)Cc2ccc(C(C)(C)C)cc2)cc1	-8	1	-2	-2	-7	5	-1	7	7	-2.3
COc1ccc(C2CC(=O)C3=C(C2)Nc2ccccc2N(C(=O)CCC(=O)O)C3c2ccc(F)cc2)cc1 (stereo unspecified)	-12	-6	-6	-1	-26	-11	25	12	26	-0.8
CCC1CCCCN1C(=O)CNCC1CCCO1 (stereo unspecified)	-5	1	-3	-2	/	-10	13	13	/	-2.5
COC(=O)CC1=NC(=O)CS1	8	2	-3	-7	-1	-1	0	5	1	0.2
C/C=C/c1ccc(OCCCCN2C(=O)NC(C)(C)C2=O)c(OC)c1	1	-5	-4	-13	21	-24	/	-21	-21	-0.1
NS(=O)(=O)c1ccc(CCNCC(=O)NC2CC2)cc1	-12	8	-4	-3	/	-3	-3	-36	/	0.4
O=C(CCC(=O)c1ccccc1)NCCOc1ccccc1	-21	-5	-4	1	12	-11	-1	/	-12	-1.3
O=C(CSc1nnnn1-c1ccc(F)cc1)NC1CCCCC1	-10	-21	-2	3	2	-10	/	68	-2	-0.8
COc1ccc(OCCCC(=O)Nc2cccc(S(=O)(=O)N3CCCCCC3)c2)cc1	13	-9	1	-8	51	-3	-5	/	-51	-0.3
CC12CCC(C(=O)N(NC(=O)c3cc(Cl)ccc3O)C1=O)C2(C)C (stereo unspecified)	-13	-7	0	-7	/	-10	3	-4	/	-0.7
O=C(N/N=C/c1ccccc1[N+](=O)[O-])c1ccc2c(c1)OCCO2	-3	-2	-2	-15	/	11	-2	-13	/	-1.8
COc1ccc(Nc2nnc(C)c(=O)[nH]2)c(OC)c1	-3	3	0	-6	/	5	-1	6	/	-1.5

4 compounds out of the list, sorted by count of non-hydrogen atoms, falling.
SMILES	Rtt109 HAT inh	MITF TRPM1 HTS	CAL PDZ FP-1	dFosB act	SR-BI HDL uptake	PvdQ inh	NSD2 HMT inh	PfHsp90 yeast 2	SR-BI uptake up	CAL PDZ FP-2
C/C=C/c1ccc(OCCCCN2C(=O)NC(C)(C)C2=O)c(OC)c1	1	-5	-4	-13	21	-24	/	-21	-21	-0.1
Cc1[nH]c2ccccc2c1N=Nc1cc(C(=O)O)cc(C(=O)O)c1	-4	-3	-1	4	7	0	8	/	-7	-1.9
CN1C(=O)CC(N2CCC(C(N)=O)(N3CCCCC3)CC2)C1=O (stereo unspecified)	8	/	0	3	-18	-4	-1	42	18	-4.0
Cc1cc(=O)n2[nH]c(C(=O)O)nc2n1	5	-3	0	7	-2	4	-3	-4	2	1.3
